Screening results as filed in PubChem.
aSyn yeast rescue – qHTS of alpha-syn Inhibitors: NCGC Sytravon Library Screen; Potency, µM (titrated, usually from 46.1 µM), for the others: top-dose growth rescue (activation), actives largely listed as activators; hit rate 0.02% among 94,000; S. cerevisiae alpha-synuclein toxicity rescue, BacTiter-Glo growth, 24 h; AID 1347070, 2019; active = well fitted activation curve with a large enough effect; also: 0% is about no effect
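Growth restoration measured by BacTiter-Glo luminescence after 24 hr at 30 deg C; alpha-synuclein yeast, raffinose-pregrown to mid-log, were added at OD600=0.02 in galactose medium onto pinned compounds.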
Active calls of the source: *; [ ] = another dose, or the depositor's remark. Potency is read from the fitted curve at half-maximal effect. A portion of the library; the hit share may differ from the screen's.

SMILES	aSyn yeast rescue
Cc1ccc(NC(=O)Cn2c(=O)n(CCC(=O)NCc3ccccc3Cl)c(=O)c3ccccc32)cc1	-10.0%
CN(C)c1ccc(/C=N/NC(=O)c2ccc(CN3CCOCC3)cc2)cc1Br	-1.8%
COc1ccc(NC(=O)C2=C(C)Nc3c(C(=O)Nc4ccc(C)cc4)cnn3C2c2cccc(Cl)c2)cc1 (stereo unspecified)	18.2%
Fc1ccc(F)c(Nc2c3c(nc4ccc(Cl)cc24)CCC3)c1	-8.7%
COc1cccc(NC(=O)c2oc3ccccc3c2NC(=O)COc2ccccc2C)c1	-12.6%
CCCN1C(C(=O)c2ccccc2)=C(OC(=O)C(C)(C)C)c2ccccc2S1(=O)=O	5.1%
C[C@@H]1CN([C@@H](C)CO)C(=O)CCCn2nncc2CO[C@H]1CN(C)C(=O)C1CC1	6.6%
COc1ccc(N=Nc2nc(-c3ccccc3)c(-c3ccccc3)[nH]2)cc1	-9.4%
COc1ccc(-c2cn3c(n2)sc2cc(C(=O)NCCCc4ccccc4)ccc23)cc1	0.9%
CNc1n[nH]c(-c2ccccc2)n1	-2.1%
COc1ccc(OC)c(NC(=O)c2cc3c(n(-c4ccc(Cl)cc4)c2=O)CC(C)(C)CC3=O)c1	-1.1%
Cc1ccc(/C=C/c2onc(C)c2S(=O)(=O)N2CCC(C(=O)N3CCN(c4ccccc4F)CC3)CC2)cc1	0.5%
Cc1ccc2c(=O)cc(C(=O)Nc3ccc(S(=O)(=O)N4CCCCC4)cc3)oc2c1C	-12.5%
N#Cc1ccc(NC(=O)COC(=O)C2CCC2)cc1	0.8%
CCn1c2ccccc2c2cc(CN3CCN(Cc4ccc(Cl)cc4)CC3)ccc21	-38.6%[inhibitor]
CCOC(=O)c1c(C)[nH]c(C)c1S(=O)(=O)N1CCCC(C(=O)N2CCN(c3cccc(C)c3C)CC2)C1 (stereo unspecified)	2.2%
COC(=O)c1cc2sc(Cl)cc2n1CC(=O)Nc1cc(C)cc(C)c1	-6.9%
COc1cc(C(=O)Nc2nonc2-c2ccc(C)c(C)c2)cc(OC)c1OC	-0.9%
COc1ccccc1NC(=O)CSC1=Nc2ccccc2C2=NC(CCC(=O)NCCc3ccccc3)C(=O)N12 (stereo unspecified)	5.9%
COc1cccc(C2NC(=O)NC(C)=C2C(=O)OCC2CCCO2)c1 (stereo unspecified)	7.9%
O=C(c1ccc2ncsc2c1)N1CCN(c2cccc(C(F)(F)F)c2)CC1	-37.8%[inhibitor]
O=C(NCc1ccco1)c1ccc2c(c1)N(Cc1ccc(Cl)cc1)C(=O)c1ccccc1S2	4.3%
Cc1cn([C@H]2C[C@H](O)[C@@H](CNCc3ccc(C#CCCO)cc3)O2)c(=O)[nH]c1=O	-0.8%
CCOc1ccc(-n2c(SCC(=O)Nc3ccc(F)cc3)nc3c([nH]c4ccccc43)c2=O)cc1	-1.3%
CCCC(C(=O)NC1CCCC1)N(C(=O)Cn1nnc(-c2ccc(C)o2)n1)c1cccc(O)c1 (stereo unspecified)	-2.0%
The listing continues.
SMILES	aSyn yeast rescue
O=C(CSCC(=O)N1CCCCC1)Nc1nc(-c2ccccc2)c(-c2ccccc2)s1	2.3%
COC(=O)C1=NN(C(C)=O)C2(CC(=O)N(c3cc(C)cc(C)c3)C2=O)C1 (stereo unspecified)	-3.9%
O=C(Cc1ccc(-c2ccccc2)cc1)NCCS(=O)(=O)N1CCN(c2ccccc2F)CC1	11.4%
O=C(c1ncc[nH]1)c1cccs1	-3.5%
CCN(CC)C(=O)CCc1nnc(Cc2cccc(C(F)(F)F)c2)o1	-3.2%
COc1cccc(CNC(=O)CCCN2C(=O)CSc3c2c(C)nn3-c2ccccc2)c1OC	-10.7%
O=C1C2CCCN2C(=S)N1c1ccc(Cl)cc1 (stereo unspecified)	-17.3%
CC(C)Oc1ccc(CNC(=O)c2ccc3c(c2)N(C)C(=O)C2CCCCN32)cc1 (stereo unspecified)	-7.0%
CCCSc1ncc(Cl)c(C(=O)Nc2sc(C(C)=O)c(C)c2C(=O)OCC)n1	-3.2%
Cc1nn2c(=O)cc(COc3ccc(/C=C(\C#N)C(=O)Nc4ccccc4C)cc3)nc2s1	-5.7%
COc1ccc(/C=C(/NC(=O)c2ccco2)C(=O)Nc2ccc(C(C)=O)cc2)cc1	7.1%
COc1cc(OC)c(NC(=O)CCCn2nc(C)c3sc4ccccc4c3c2=O)cc1Cl	-8.1%
O=S(=O)(c1cc(Cl)ccc1Cl)N1CCN(Cc2ccc3c(c2)OCO3)CC1	0.4%
c1csc(-c2nc(N3CCOCC3)c3ccccc3n2)c1	3.8%
CCS(=O)(=O)NCCc1csc2nc(-c3ccc(C)cc3)nn12	8.7%
COC(=O)c1ccc(NC(=O)CC2C(=O)N(c3ccc(Cl)cc3)C(=O)N2Cc2cccs2)cc1 (stereo unspecified)	6.3%
CC1(NC(=O)Nc2cccc3ccccc23)CCS(=O)(=O)C1 (stereo unspecified)	-1.0%
CCCn1c(=N)n(CC(=O)c2ccc(Cl)c(Cl)c2)c2ccccc21	-5.9%
O=C(CSc1cccc(C(F)(F)F)c1)NCc1ccccc1	5.8%
Cc1ccc(NC(=O)c2ccccc2Br)c(C(=O)c2ccccc2)c1	-5.9%
O=C(Nc1ccc(F)cc1F)c1cc(CN2CCOCC2)on1	0.5%
CCCCNS(=O)(=O)c1ccc(C)c(-c2nnc3c4ccccc4c(C)nn23)c1	4.3%
COc1cc(C(=O)OCC(=O)NC2CCCCCC2)ccc1OCC(C)C	2.3%
CCOC(=O)c1cnc2ccc(C)cc2c1Nc1ccc(N(CC)CC)cc1	3.1%
COc1cccc2c1cc1c(=O)n(CC(=O)NCc3ccc(C)o3)nc(C)n12	-0.1%

A draw from above in order of SMILES length, descending.
SMILES	aSyn yeast rescue
CCOc1ccc(-n2c(SCC(=O)Nc3ccc(F)cc3)nc3c([nH]c4ccccc43)c2=O)cc1	-1.3%
O=C(NCc1ccco1)c1ccc2c(c1)N(Cc1ccc(Cl)cc1)C(=O)c1ccccc1S2	4.3%
COc1cccc2c1cc1c(=O)n(CC(=O)NCc3ccc(C)o3)nc(C)n12	-0.1%
CCS(=O)(=O)NCCc1csc2nc(-c3ccc(C)cc3)nn12	8.7%

Next part
SMILES	aSyn yeast rescue
Cc1cc(C)cc(NC(=O)CSc2nc3c(cnn3-c3ccc(F)cc3)c(=O)[nH]2)c1	6.3%
CCn1c(=O)c(C(=O)Nc2ccc(C(C)=O)cc2)nc2ccccc21	-1.3%
COc1ccccc1CNC(=O)CCC1N=C2c3ccccc3N=C(SCC(N)=O)N2C1=O (stereo unspecified)	-1.5%
COc1cc(NC(=O)CCn2nc(C)cc2C)cc(OC)c1OC	-0.9%
CCc1ccc(C(=O)COC(=O)C(Cc2c[nH]c3ccccc23)NC(=O)c2ccc(CC)cc2)cc1 (stereo unspecified)	0.5%
Cc1ccc(N2CC(c3nc4ccccc4n3C)CC2=O)cc1C (stereo unspecified)	-4.4%
CCN(CC(=O)Nc1c(F)cccc1F)C(=O)CCSc1ccc(C)cc1	5.7%
Cc1c(Cl)cccc1NC(=O)CSc1ncccc1C(=O)Oc1ccccc1Cl	0.7%
Cc1ccccc1Cn1c(C(=O)O)c(CNCc2cccc(F)c2)c2ccccc21	-10.2%
CCOc1ccc(Br)cc1S(=O)(=O)NCc1ccncc1	18.1%
COCCOC(=O)C1=C(C)OC(N)=C(C#N)C1c1cc2cccc(C)c2nc1Cl (stereo unspecified)	17.1%
CC(=O)N1CCCC1c1nc2ccccc2n1Cc1ccccc1 (stereo unspecified)	-1.2%
Cc1cc(=O)oc2c1c(C)nn2-c1ccc(Cl)cc1	0.3%
O=C(/C=C/c1ccccc1)N(Cc1cccs1)C1CCS(=O)(=O)C1 (stereo unspecified)	9.0%
COc1ccc(CNC(=O)c2cnc3sc(N4CCOCC4)nn3c2=O)cc1	-10.5%
CC1CN(C(=O)N2CCC(C(=O)N3CCN(c4ccccc4)CC3)CC2)c2cc(Cl)ccc2O1 (stereo unspecified)	13.3%
CC(C)(C)C1CCc2c(sc(NC(=O)c3ccccc3F)c2C(=O)N2CCCCC2)C1 (stereo unspecified)	25.5%
CCCN1CCN(CCCNC(=O)Cn2c(-c3cccs3)cc3cc(Cl)ccc32)CC1	3.2%
O=C1OCCC1Sc1nnc(-c2ccc(Cl)cc2)n1Cc1ccccc1 (stereo unspecified)	8.1%
COc1ccc(CCNC(=O)c2ccc(Cn3c(SCc4ccccc4)nc4cccnc43)cc2)cc1	-0.2%
CC(C)c1ccc(CNc2nc(-c3ccco3)nn2S(=O)(=O)c2ccc(F)cc2)cc1	7.4%
COCCN(CC(=O)Nc1cccc(C)c1C)C(=O)/C=C/c1ccc2c(c1)OCCO2	-2.6%
CC[C@H](C)[C@H](NC(N)=O)C(=O)Nc1ccc(NC(C)=O)cc1	0.4%
COC(=O)C1CC(c2ccccc2)N(c2ccccc2)O1 (stereo unspecified)	2.7%
COc1ccc(OC)c(NC(=O)Cn2c(C)nc3ccccc3c2=O)c1	0.3%

For convenience, 3 of the compounds above.
SMILES	aSyn yeast rescue
Cc1cc(C)cc(NC(=O)CSc2nc3c(cnn3-c3ccc(F)cc3)c(=O)[nH]2)c1	6.3%
CCn1c(=O)c(C(=O)Nc2ccc(C(C)=O)cc2)nc2ccccc21	-1.3%
COc1ccccc1CNC(=O)CCC1N=C2c3ccccc3N=C(SCC(N)=O)N2C1=O (stereo unspecified)	-1.5%

(more compounds)
SMILES	aSyn yeast rescue
CC1CCN(c2nn3c(=O)c(C(=O)NCc4ccc(Cl)cc4)cnc3s2)CC1	4.1%
CCOC(=O)NC(=S)Nc1cccc(C)n1	7.0%
Cc1ccc(C)c(NC(=O)N2CCN3CCCCC3C2)c1 (stereo unspecified)	0.0%
CCc1ccc(Nc2ncnc3nc[nH]c23)cc1	-7.2%
Cc1ccc(S(=O)(=O)N2CCOCC2)cc1NC(=O)CNCc1ccccc1Cl	-52.4%[inhibitor]
Cc1ccccc1N(C(=O)c1ccccn1)C(C(=O)NCc1ccccc1)c1cccnc1 (stereo unspecified)	-4.3%
CCOC(=O)CCCCCC(=O)Nc1ccc2c(c1)C(=O)N([C@H](C)CO)C[C@@H](C)[C@@H](CN(C)C(=O)CCC(F)(F)F)OCCCC[C@H](C)O2	-3.2%
O=C(NCc1ccc(F)cc1)C(c1ccc(Cl)cc1)N(C(=O)c1csnn1)C1CC1 (stereo unspecified)	-1.1%
COc1ccc(-c2nc3n(n2)C(=O)CC(c2ccc(Cl)cc2)S3)cc1 (stereo unspecified)	-8.9%
COc1ccc(NC(=O)Cn2c(SCc3ccc(C)cc3)nc3cccnc32)cc1OC	1.5%
Cc1ccccc1Cn1cc(S(=O)(=O)c2ccc(F)cc2)c(=O)c2cc3c(cc21)OCO3	-2.2%
Cc1ccn2c(=O)cc(COc3ccc(NC(=O)COc4ccc(Cl)cc4)cc3)nc2c1	1.1%
Cc1ccc(-n2cc(CN3CCNC(=O)CC3)c(-c3ccc(F)cc3)n2)cc1	2.5%
Cc1ccc(S(=O)(=O)Nc2ccccc2C=NNC(=O)c2ccncc2)cc1	4.0%
CCCCNC(=O)c1ccc2c(c1)N=C(CC)c1ccccc1S2	2.9%
COc1cccc(C(CNc2ccc(S(=O)(=O)N3CCN(C)CC3)cc2[N+](=O)[O-])N(C)C)c1 (stereo unspecified)	-2.1%
O=C(CN(CC1CCCO1)C(=O)CNS(=O)(=O)c1ccc(F)cc1)NCC1CCCO1 (stereo unspecified)	-7.7%
COc1ccc(/C=C2\SC(=O)N(CC(=O)NNC(=O)c3ccccc3O)C2=O)cc1	0.4%
COc1ccccc1-c1cc(C(=O)NCc2ccccc2)c2c(-c3ccc(C)cc3)[nH]nc2n1	-1.8%
COc1ccc(NC(=O)CCCn2c(=O)c3cccn3c3ccccc32)c(OC)c1	-0.7%
CCOc1ccccc1Nc1nnc(SCC(=O)Nc2ccc3[nH]c(=O)[nH]c3c2)s1	3.5%
CCCCn1c(N)c(N(CC(C)C)C(=O)c2cccc(S(=O)(=O)N3CCCCC3)c2)c(=O)[nH]c1=O	-3.6%
CN(C)S(=O)(=O)c1cccc(-c2csc(N/N=C/c3ccco3)n2)c1	-4.7%
COC(=O)C1Cc2c([nH]c3ccccc23)C2(CCN(Cc3ccccc3)CC2)N1 (stereo unspecified)	-2.4%
CN(CC(=O)Nc1ccc(F)cc1)C(=O)COC(=O)c1nc(Cl)ccc1Cl	4.9%

Among those listed so far, 3 contain bromine.
SMILES	aSyn yeast rescue
CN(C)c1ccc(/C=N/NC(=O)c2ccc(CN3CCOCC3)cc2)cc1Br	-1.8%
Cc1ccc(NC(=O)c2ccccc2Br)c(C(=O)c2ccccc2)c1	-5.9%
CCOc1ccc(Br)cc1S(=O)(=O)NCc1ccncc1	18.1%

Next results:
SMILES	aSyn yeast rescue
Nc1cccc2c1C(=O)N(C(=O)c1ccco1)C2=O	1.1%
CCCCN1C[C@H](C)[C@@H](CC(=O)Nc2ccccc2)C1=O	-3.4%
CC(=O)c1ccc(NC(=O)CSc2nnc(-c3ccco3)o2)cc1	0.5%
Cc1ccc2nc(COc3ccccc3NC(=O)Nc3ccc(F)c(Cl)c3)cc(=O)n2c1	-36.8%[inhibitor]
CCC(C)[C@H](NC(=O)N1CCC(C)CC1)C(=O)O (stereo partly specified)	-0.9%
O=C(Nc1ccc(N2CCOCC2)cc1)C1CCN(S(=O)(=O)c2cccc(C(F)(F)F)c2)CC1	-9.1%
O=c1cc(-c2ccccc2)c2ccc3c(c2o1)CN(Cc1cccc(Cl)c1)CO3	-10.1%

Single entries from the entries so far:
In aSyn yeast rescue, O=c1cc(-c2ccccc2)c2ccc3c(c2o1)CN(Cc1cccc(Cl)c1)CO3 is listed with -10.1%
In aSyn yeast rescue, Nc1cccc2c1C(=O)N(C(=O)c1ccco1)C2=O is listed with 1.1%
In aSyn yeast rescue, CC(=O)c1ccc(NC(=O)CSc2nnc(-c3ccco3)o2)cc1 is listed with 0.5%
In aSyn yeast rescue, CCCCN1C[C@H](C)[C@@H](CC(=O)Nc2ccccc2)C1=O is listed with -3.4%
